# Screens (PubChem BioAssay)
# H37Rv inhibition: M. tuberculosis growth inhibition, HTS (AID 449762) | M. tuberculosis H37Rv growth inhibition, 7H9 media; higher % means a stronger effect | one-dose inhibition, % at 25 µM; IC50 in µM for titrated hits | 330,000 compounds, 0.59% hits; in the data active = a potency from the dose series; inconclusive = inhibition above about 70% without an active follow-up result;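 note: bacterial growth assessed after seven days of incubation; strong numbers were not always called active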
# PhoP GFP inhibition: Inhibition of PhoP regulon, Salmonella typhi GFP reporter cells, confirmation, 4 h (AID 1850); Salmonella Typhi PhoP-promoter GFP reporter, fluorescence, 4 h; higher % means a stronger effect; 310,000 compounds, 0.33% hits; one-dose inhibition, % at 50 µM; IC50 in µM for titrated hits; in the data active = a potency from the dose series; inconclusive = inhibition mostly from about 25% at the one dose, without a potency; inactive = the rest, 99 in 100 with inhibition below about 19%;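 note: 0% = induced wells with vehicle and 100% = uninduced wells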
# VEEV TC-83 Vero: inhibitors of VEEV TC-83 cytopathic effect, confirmation, Vero cells (AID 588727). Vero cells, VEEV TC-83 cytopathic effect inhibition; higher % means a stronger effect. 350,000 compounds, 0.13% hits. one-dose inhibition, % at 20 µM; IC50 in µM for titrated hits; in the data active = a potency from the dose series; inconclusive = inhibition mostly from about 14% at the one dose, without a potency; inactive = the rest, 99 in 100 with inhibition below about 12%; note: strong numbers were not always called active
# M. tuberculosis: growth inhibition of non-replicating M. tuberculosis (AID 488890). inhibition, % at 25 µM; hits with a dose series show IC50 in µM. 320,000 compounds, 0.39% hits. Mycobacterium tuberculosis non-replicating, growth inhibition; higher % means a stronger effect; in the data active = a potency from the dose series; inconclusive = inhibition mostly from about 82% at the one dose, without a potency; inactive = the rest, 99 in 100 with inhibition below about 76%;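 note: plate controls were DMSO cells for no effect and high antibiotic wells for full effect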
# influenza NS1A: H1N1 influenza NS1A inhibitors, functional cell based assay (AID 504329). inhibition, % at 12.5 µM, or IC50 in µM where a hit was titrated. NS1A functional cell-based assay, percent inhibition; higher % means a stronger effect. 340,000 compounds, 0.3% hits; in the data active = a potency from the dose series; inconclusive = inhibition above about 27% without an active follow-up result; note: strong numbers were not always called active
# VEEV TC-83 Vero 10K pilot screen: recorded beside VEEV TC-83 Vero, whose call it bears; inhibition, %; measured here: 10K pilot screen inhibition
# * marks the source's active call; other numbers are inactive results; i = inactive; ? = inconclusive; nt = no result given.
SMILES,H37Rv inhibition,PhoP GFP inhibition,VEEV TC-83 Vero,M. tuberculosis,influenza NS1A,others
CCOC(=O)C1CCCCN1C(=O)c1cc2ccc(OC)cc2c2cc(OC)c(OC)cc12 (configuration not stated),nt,nt,11%,nt,12%,
COc1ccccc1N1CCN(C(=O)CSc2nnc(-c3ccoc3C)o2)CC1,51%,0%,8.4%,67%,6%,
O=C(c1cnn(-c2nc3ccccc3s2)c1)c1ccccc1O,6%,3%,i,-1%,9%,
COc1ccc(-c2oc(=O)c3cc(OC)c(OC)cc3c2/C=C/c2ccc(OC(C)=O)cc2)cc1,2%,nt,11%,55%,3%,
O=C1c2ccccc2N2C(=O)c3ccccc3C2N1Cc1ccccc1 (configuration not stated),-3%,-7%,8.3%,17%,-5%,
CCCSc1nc(N)c2c3c(sc2n1)CN(C)CC3,-3%,-1%,0.8%,18%,8%,VEEV TC-83 Vero 10K pilot screen=0.6
Cc1cc(Br)ccc1OCCCCNC(C)(C)C,0%,16%,i,46%,4%,
C/C(=N\Nc1ccccc1)c1c(O)n(-c2ccccc2)c(=O)[nH]c1=O,?,-2%,0.3%,69%,-15%,
O=C(c1cc2cc(Cl)ccc2[nH]1)N1CCN(Cc2ccc3c(c2)OCO3)CC1,>100µM*,9%,1.5%,39%,10%,
Clc1ccc(-c2ccn[nH]2)cc1,51%,8%,1.5%,25%,-6%,
COC(=O)Nc1ccc(S(=O)(=O)N2CCN(C)CC2)cc1,-6%,-4%,0.3%,-21%,-3%,
O=C1NC2(CCCCC2)CO1,-8%,9%,0.5%,6%,3%,
CC(C)NC(=O)COc1ccc(Cl)cc1Cl,2%,-13%,0.7%,-3%,-7%,
COc1ccccc1NC(=O)NNC(=O)COc1ccc2ccccc2c1,0%,-2%,4.2%,-1%,5%,
Cc1ccc(OCCSc2cc(C)nc(N)n2)cc1,-5%,0%,6.6%,28%,1%,
COc1ccc(CCNc2nc(-c3cccnc3)cs2)cc1OC,1%,-2%,2.7%,nt,0%,
O=C(NCCN1CCCCCC1)C1CCC(CNS(=O)(=O)c2cccc3cccnc23)CC1 (configuration not stated),-17%,-4%,0.0%,51%,-1%,
COc1ccc(S(=O)(=O)N(CC(=O)NC2CC2)Cc2ccccc2)cc1,-4%,4%,0.8%,-11%,8%,
O=C(NC1CC1)C1=C[C@@H](c2ccc(C(F)(F)F)cc2)C[C@@H](OCCCCO)O1,-4%,5%,0.9%,-11%,-3%,
CC(Oc1ccccc1F)C(=O)NC1CCS(=O)(=O)C1 (configuration not stated),-3%,-7%,2.3%,9%,19%,
CCN(CC)S(=O)(=O)c1ccc(Cl)c(C(=O)Nc2cc(C)nn2-c2ccccc2C(F)(F)F)c1,7%,-7%,nt,23%,nt,
Clc1cccc(Cl)c1Cn1cc(Br)cn1,5%,3%,1.1%,8%,18%,
CCOc1ccc(NS(=O)(=O)c2cc(C(=O)NCCCN3CCCC3=O)ccc2C)cc1,-2%,nt,1.6%,-10%,1%,
O=C(NC1CCS(=O)(=O)C1)c1ccccc1C(=O)c1ccccc1 (configuration not stated),-1%,-5%,i,-5%,-20%,
Cc1cc(NC(=O)Nc2ccccc2)n(C(C)(C)C)n1,-2%,-16%,i,-10%,-4%,
COCCn1c(SCC(=O)N2CC(C)OC(C)C2)nc2c([nH]c3ccccc32)c1=O (configuration not stated),-8%,9%,7.4%,-5%,-1%,
NC(=O)COC(=O)c1cccc(S(=O)(=O)N2CCN(c3ccc(F)cc3)CC2)c1,-2%,1%,0.7%,-21%,-5%,
O=C(O[C@H]1[C@H](Oc2ccccc2COC(=O)C2(O)C=CCCC2=O)O[C@H](CO)[C@@H](O)[C@@H]1O)c1ccccc1 (some centres not stated),7%,14%,nt,9%,nt,
Cc1ccccc1S(=O)(=O)NCc1cccnc1,0%,-3%,i,19%,2%,
NC(=NCc1ccccc1)c1cccc([N+](=O)[O-])c1,-1%,0%,1.1%,10%,-3%,
O=S(=O)(c1ccc(C2=CSC3=NCCN23)cc1)N1CCOCC1,-3%,-5%,0.1%,-16%,-6%,
COCCN(C(=O)c1ccc2ccccc2c1)c1c(N)n(Cc2ccccc2)c(=O)[nH]c1=O,0%,8%,1.0%,-7%,-2%,
CCOC(=O)c1ccc(Cl)c(NC(=O)c2cccnc2)c1,-3%,3%,nt,-1%,nt,
O=C1c2ccccc2OCOc2ccccc21,-2%,6%,0.5%,-6%,3%,
CC(=O)N1c2ccc(C)cc2Sc2c1ccc1ccccc21,nt,nt,0.6%,nt,4%,
CCCCOc1ccc(CSc2nc(C)[nH]c2[N+](=O)[O-])cc1[N+](=O)[O-],1%,4%,i,49%,nt,
Cc1ccc(OCC(=O)N(C)CC(=O)N(CC(C)C)c2c(N)n(CC(C)C)c(=O)[nH]c2=O)c(C)c1,-1%,-5%,3.6%,23%,-3%,
COc1ccc(-c2csc3ncnc(N4CCN(S(=O)(=O)c5ccccc5C#N)CC4)c23)cc1,-6%,-2%,8.1%,1%,-7%,
O=C(Oc1c(CN2CCOCC2)cc(Cl)c2cccnc12)c1cccs1,?,0%,14%,?,0%,
Cc1cc(C)n(-c2nc(NCCCN(C)C)c3c4c(sc3n2)COC(C)(C)C4)n1,5%,-9%,i,22%,nt,

# Among those listed so far, these have a nitro group on carbon:
SMILES,H37Rv inhibition,PhoP GFP inhibition,VEEV TC-83 Vero,M. tuberculosis,influenza NS1A,others
NC(=NCc1ccccc1)c1cccc([N+](=O)[O-])c1,-1%,0%,1.1%,10%,-3%,
CCCCOc1ccc(CSc2nc(C)[nH]c2[N+](=O)[O-])cc1[N+](=O)[O-],1%,4%,i,49%,nt,

# The main list resumes, repeating the two entries before the break.
SMILES,H37Rv inhibition,PhoP GFP inhibition,VEEV TC-83 Vero,M. tuberculosis,influenza NS1A,others
O=C(Oc1c(CN2CCOCC2)cc(Cl)c2cccnc12)c1cccs1,?,0%,14%,?,0%,
Cc1cc(C)n(-c2nc(NCCCN(C)C)c3c4c(sc3n2)COC(C)(C)C4)n1,5%,-9%,i,22%,nt,
CCN(CC)S(=O)(=O)c1ccc(N2CCCC2)c(NC(=O)c2ccc([N+](=O)[O-])o2)c1,?,nt,>25µM*,?,3%,
Cc1cccc(NC(=O)c2ccc(OC3CSC3)cc2)c1,-3%,9%,0.2%,i,-7%,
O=C(COc1ccc2ccccc2c1)Nc1ccc(S(=O)(=O)N2CCCCCC2)cc1,-3%,-4%,5.8%,1%,-2%,VEEV TC-83 Vero 10K pilot screen=1.3
O=C(NCC1CCCO1)c1cc2c([nH]c3ccccc32)c(-c2ccc(F)cc2)n1 (configuration not stated),-4%,18%,?,-12%,-4%,
CCOc1ccc(C(=O)N2CCc3ccccc32)cc1OCC,3%,-7%,i,31%,-7%,
O=C(CN1C(=O)NC2(CCCCC2)C1=O)NCC(=O)Nc1ccc(F)c(F)c1,2%,-10%,0.9%,-1%,10%,
COc1ccccc1-n1c(=O)[nH]c2c(C(N)=O)nc(CC(C)C)nc21,6%,-14%,0.9%,41%,26%,
COc1cc2c(cc1NC(=O)c1ccco1)CCCC2,6%,2%,0.4%,21%,1%,
COc1ccc(-c2c(-c3cc(OC)cc(OC)c3)sc3ccc(OC)cc23)cc1,4%,nt,2.3%,21%,8%,
O=c1[nH]c(=S)n(CCC2=CCCCC2)c(O)c1/C=N/N1CCOCC1,-3%,-9%,1.3%,44%,nt,
O=C(O)Cn1c(=O)cnc2ccccc21,-1%,-6%,2.4%,0%,2%,
COC(=O)c1c(NC(=O)CN2CCN(c3ncccn3)CC2)sc(C(N)=O)c1C,-22%,-7%,2.0%,-1%,26%,
O=C(COc1ccc(Cl)cc1)NCCNc1ccc([N+](=O)[O-])cc1,6%,6%,i,-5%,22%,
Cc1cc(C)c2[nH]c(=O)c(CN(Cc3ccccc3)C(=S)NCCCN(C)C)cc2c1,18%,-14%,11%,52%,6%,
COC(=O)c1ccc(N/C(C)=C/C(=O)c2ccc(C)o2)cc1,97µM*,2%,i,4%,30%,
CCc1noc(C)c1C(=O)N1CCCC(CCC(=O)NCc2ccc(F)c(F)c2)C1 (configuration not stated),1%,19%,i,-6%,-2%,
COc1ccc(NC(=O)c2ccccc2NC(=O)c2cccs2)cc1,18%,8%,1.9%,8%,8%,
COc1ccc(C2=NS(=O)(=O)N(C)C(C(=O)N3CCCCC3C)=C2)cc1 (configuration not stated),-6%,-4%,i,12%,24%,VEEV TC-83 Vero 10K pilot screen=0.0
O=C(/C=C/c1ccccc1Cl)NCc1ccccc1,5%,-2%,1.6%,26%,-1%,
COc1ccc(C(=O)NC2CCN(C(=O)Nc3ccc(F)cc3)CC2)cc1,1%,7%,0.6%,-1%,2%,

# 3 successive records already listed, quoted:
SMILES,H37Rv inhibition,PhoP GFP inhibition,VEEV TC-83 Vero,M. tuberculosis,influenza NS1A,others
CCOC(=O)C1CCCCN1C(=O)c1cc2ccc(OC)cc2c2cc(OC)c(OC)cc12 (configuration not stated),nt,nt,11%,nt,12%,
COc1ccccc1N1CCN(C(=O)CSc2nnc(-c3ccoc3C)o2)CC1,51%,0%,8.4%,67%,6%,
O=C(c1cnn(-c2nc3ccccc3s2)c1)c1ccccc1O,6%,3%,i,-1%,9%,

# The list goes on:
SMILES,H37Rv inhibition,PhoP GFP inhibition,VEEV TC-83 Vero,M. tuberculosis,influenza NS1A,others
CCCCNC(=O)c1ccc2c(c1)C(=O)N(Cc1ccncc1)C2=O,-6%,2%,0.9%,27%,-11%,
CCOC(=O)c1c(NC(=O)c2cc(C)oc2C)sc(C(=O)Nc2ccc(Cl)cc2)c1C,-1%,-5%,4.0%,-3%,2%,
Cc1c2n(c3ccccc13)CCN(C)C2,-5%,-8%,0.1%,7%,-2%,VEEV TC-83 Vero 10K pilot screen=0.8
COc1ccccc1CCNC(=O)c1ccc(NC(=O)CC2SC(N3CCCCC3)=NC2=O)cc1 (configuration not stated),-4%,nt,10%,19%,1%,
CN1CCCC1CCNc1ccc2oc3ccccc3c(=O)c2c1 (configuration not stated),?,-22%,nt,36%,nt,
N#Cc1nc(-c2cccs2)oc1N1CCN(Cc2ccccc2)CC1,-13%,-13%,i,5%,9%,
COCCNc1nc2c(c(=O)n(Cc3ccccc3F)c(=O)n2C)n1C,0%,-6%,1.7%,8%,-1%,
CC(C)C[C@@H](CO)N1CCN(Cc2ccc([N+](=O)[O-])cc2)CCC1=O,-4%,-14%,0.3%,3%,-16%,
CCN(Cc1ccncc1)C(=O)c1cc(COc2ccc(C)c(C)c2)on1,8%,-6%,3.8%,12%,-1%,
CC(C)Cn1c(-c2cc([N+](=O)[O-])ccc2Cl)nc2c1c(=O)[nH]c(=O)n2Cc1ccccc1,-2%,-4%,7.0%,54%,1%,

# Random excerpt: 5 compounds from above.
SMILES,H37Rv inhibition,PhoP GFP inhibition,VEEV TC-83 Vero,M. tuberculosis,influenza NS1A,others
COCCn1c(SCC(=O)N2CC(C)OC(C)C2)nc2c([nH]c3ccccc32)c1=O (configuration not stated),-8%,9%,7.4%,-5%,-1%,
Cc1cc(C)n(-c2nc(NCCCN(C)C)c3c4c(sc3n2)COC(C)(C)C4)n1,5%,-9%,i,22%,nt,
Clc1ccc(-c2ccn[nH]2)cc1,51%,8%,1.5%,25%,-6%,
O=C(c1cnn(-c2nc3ccccc3s2)c1)c1ccccc1O,6%,3%,i,-1%,9%,
O=C(/C=C/c1ccccc1Cl)NCc1ccccc1,5%,-2%,1.6%,26%,-1%,
